VEEV TC-83 Vero = inhibitors of VEEV TC-83 cytopathic effect, confirmation, Vero cells (AID 588727); one-dose inhibition, % at 20 µM; IC50 in µM for titrated hits; Vero cells, VEEV TC-83 cytopathic effect inhibition; higher % means a stronger effect; actives 0.13% (n = 350,000); in the data active = a potency from the dose series; inconclusive = inhibition mostly from about 14% at the one dose, without a potency; inactive = the rest, 99 in 100 with inhibition below about 12%; note: strong numbers were not always called active
Starred values were filed as active, the others as inactive; i = inactive; u = inconclusive. These rows are one share of the data. The share of hits here may be higher or lower than overall.

#	smiles	VEEV TC-83 Vero
1	Cc1ccc([C@H]2C[C@H](O)[C@@H](n3cc(COC(=O)c4ccccc4)nn3)CN2C(=O)c2cccs2)cc1	0.0%
2	C[C@H](CO)N1C[C@H](C)[C@@H](CN(C)Cc2cccc(C(=O)O)c2)Oc2cc(Br)ccc2S1(=O)=O	4.3%
3	Cc1noc(C)c1C(=O)OC(C)C(=O)c1c[nH]c2ccccc12 (centres undefined)	0.9%
4	COc1ccc(/C=C2\SC(=Nc3ccccc3Cl)NC2=O)c(OC)c1	8.9%
5	COC(=O)c1ccc(CNC(=O)COC(=O)/C=C/c2cccc(OC)c2)cc1	i
6	Cc1cccc(S(=O)(=O)N(C)C[C@H]2OCc3cn(nn3)CCCC(=O)N([C@@H](C)CO)C[C@@H]2C)c1	0.6%
7	CN(CC(=O)Nc1cccc(F)c1)C(=O)c1cccc(S(=O)(=O)N2CCN(Cc3ccccc3)CC2)c1	0.8%
8	O=[N+]([O-])c1ccc(N2CCCC2)c([N+](=O)[O-])c1	0.8%
9	C[C@@H]1CCCCO[C@H](CN(C)S(=O)(=O)c2ccc(F)cc2)[C@@H](C)CN([C@H](C)CO)C(=O)c2cc(NC(=O)Nc3ccc(C(F)(F)F)cc3)ccc2O1	1.1%
10	CC(=O)c1cc2c(cc1NC(=O)CSc1ncccn1)OCO2	i
11	COc1ccc(-c2ccc(CN3C(C)C(=O)N(Cc4cn(CCC5OCCCO5)nn4)CCS3(=O)=O)cc2)cc1 (centres undefined)	1.9%
12	Cc1ccc(C)c(S(=O)(=O)Nc2ccc(C(=O)NCCCN(C)C)cc2)c1	i
13	C=CCN(CC=C)C(=O)C1c2ccccc2Oc2ccccc21	i
14	CC1CCCC(NC(=O)c2cccc(S(=O)(=O)N3CCOCC3)c2)C1C (centres undefined)	0.1%
15	COc1ccc(NC(=O)C[C@H]2C(=O)N(C3CCCCC3)C[C@@H]2c2ccc(OC)cc2)cc1	0.8%
16	CCN1C(=O)[C@H]2[C@@H](c3ccc(C(F)(F)F)cc3)N[C@]3(CCCN(Cc4ccc(OC)cc4)C3=O)[C@H]2C1=O	i
17	CC(C)CC1C(=O)N(Cc2cn(CCC3OCCCO3)nn2)CCS(=O)(=O)N1Cc1ccc(-c2ccc(Cl)c(Cl)c2)cc1 (centres undefined)	i
18	C1=NCCCN2CCCCC12 (centres undefined)	i
19	CCOC(=O)c1cc2c(OC)c(OC)ccc2c2[nH]cc(C#N)c(=O)c12	i
20	O=S1(=O)CCN(C2CCCCCCCCCCC2)CC1	1.5%
21	O=C(COC(=O)/C=C/c1ccc2c(c1)OCO2)NCc1ccc(F)cc1	i
22	CCOC(=O)C1=C(Nc2ccccc2)CSC1	i
23	COCCN(C(=O)COC(=O)C1CCCCC1)c1c(N)n(Cc2ccccc2)c(=O)[nH]c1=O	i
24	CCOC(=O)C1=C(C)NC(C)=C(C(=O)OCC)C1C(=O)OCC(=O)Nc1ccc(NC(C)=O)cc1	0.5%
25	CCc1ccc([C@@H]2C[C@H]3[C@@H](CN2S(=O)(=O)c2ccc(C)cc2)C(=O)C[C@@H](c2ccc(C)cc2)N3S(=O)(=O)c2ccc(C)cc2)cc1	i
26	Cc1ccc(S(=O)(=O)Nc2ccc3c(c2)C(=O)N([C@H](C)CO)C[C@H](C)[C@@H](CN(C)C(=O)NC2CCCCC2)OCCCC[C@@H](C)O3)cc1	0.4%
27	CCCCCCn1c(=O)n2n(c1=O)C[C@]1(OC(=O)Nc3c(C)noc3C)CN(S(=O)(=O)c3ccc(C)cc3)C[C@]1(O)C2	0.4%
28	CNC(=O)C[C@H]1C(=O)N(c2ccccc2)C[C@@H]1CSC	0.9%
29	O=C(CNc1cc(S(=O)(=O)N2CCOCC2)ccc1N1CCCC1)Nc1ccc(Cl)cc1F	3.1%
30	COc1cc(C=C2NC(=O)NC2=O)ccc1O	0.5%
31	CC(=O)N1CCCc2cc(S(=O)(=O)N(C)CC(=O)Nc3ccccc3)ccc21	1.3%
32	O=C(O)C(=Cc1ccnc2ccccc12)C(=O)O	0.8%
33	O=S(=O)(c1ccc(F)cc1)c1nc(-c2ccco2)oc1NCCCn1ccnc1	0.1%
34	Cc1ccc2nc3n(c(=O)c2c1)-c1cc2ccccc2cc1C(=O)NC3CC(C)C (centres undefined)	0.1%
35	CC(OC(=O)c1nc(Cl)ccc1Cl)C(=O)NCc1ccccc1 (centres undefined)	1.6%
36	CCN(CC)CCn1c(=S)[nH]c2cc(C(=O)NCCc3ccc(OC)c(OC)c3)ccc2c1=O	8.6%
37	CC(=O)Nc1ccc(CC(=O)Nc2ccc3c(c2)OC2(CCCC2)O3)cc1	0.1%
38	COc1ccc(CN2C(=O)C(CC(=O)NCc3ccco3)CC(C(=O)N3CCOCC3)=C2C)cc1 (centres undefined)	i
39	COc1ccc(/C=C/C(=O)OCC(=O)N2c3ccccc3CC2C)cc1 (centres undefined)	2.5%
40	COc1ccc(CN2CCC[C@]3(N[C@H](c4ccc(C)cc4)[C@@H]4C(=O)N(C)C(=O)[C@@H]43)C2=O)cc1	1.4%
41	CCOC(=O)c1ccc(NC(=O)c2nc[nH]c2C(=O)N(C)CCO)cc1	2.1%
42	CCCCNC(=O)c1cc2nc(-c3ccc(OC)cc3)cc(C(F)(F)F)n2n1	1.6%
43	CC(=O)Oc1ccc(OC(C)=O)c2c1CC1(C)OC1(C)C2 (centres undefined)	0.8%
44	C[C@H]1CN([C@@H](C)CO)C(=O)CCCn2nncc2CO[C@@H]1CN(C)C(=O)Nc1ccc2c(c1)OCO2	0.4%
45	C[C@@H]1CCCCO[C@H](CN(C)C(=O)Cc2ccccc2)[C@@H](C)CN([C@H](C)CO)C(=O)c2cc(N(C)C)ccc2O1	1.1%
46	Cc1cccc(-n2cnc3cc(C(=O)NCCN4CCOCC4)ccc32)c1	1.5%
47	c1ccc(Cn2nnc3c(NCC4CC4)ncnc32)cc1	0.0%
48	O=[N+]([O-])c1cccnc1Oc1cc(Cl)c(Cl)cc1Cl	i
49	Cc1ccc(CN2CCNC(=O)C2CC(=O)NCCCn2nnc3ccccc32)cc1 (centres undefined)	i
50	C[C@H]1CN([C@@H](C)CO)S(=O)(=O)c2ccc(C3=CCCC3)cc2O[C@@H]1CN(C)C(=O)C1CCCCC1	2.6%

Further compounds follow.
#	smiles	VEEV TC-83 Vero
51	CCCCN1C(=O)C(CC(=O)NCc2cccs2)CC(C(=O)N(CC)CC)=C1C (centres undefined)	i
52	CCN1C(=O)[C@H]2[C@@H](c3ccc(C)cc3)N[C@]3(CCCN(CCC(C)C)C3=O)[C@H]2C1=O	0.9%
53	CCN1CCN(c2ccc(S(=O)(=O)N3CCOCC3)cc2NC(=O)c2cc(F)c(F)c(F)c2F)CC1	6.3%
54	C[C@@H]1CCCCO[C@@H](CN(C)Cc2ccc(C(F)(F)F)cc2)[C@@H](C)CN([C@H](C)CO)C(=O)c2cc(N(C)C)ccc2O1	0.1%
55	O=C(O)CSC1CC(=O)N(c2ccc(F)cc2)C1=O (centres undefined)	0.6%
56	Cc1cc(C)c(C)c(C(O)(C(=O)O)c2ccccc2)c1 (centres undefined)	i
57	CN(Cc1ccccc1C(F)(F)F)C(=O)C1CCC(=O)N(CC2CCCCC2)C1 (centres undefined)	i
58	COC(=O)c1ccc(CNC(=O)COC(=O)CNS(=O)(=O)c2ccc(C)cc2)cc1	i
59	CCCCCCN1C[C@@H](n2cc(COC(=O)c3ccccc3)nn2)[C@H](O)C[C@@H]1c1ccc(Cl)cc1	5.3%
60	CCN(CC)CCNC(=O)c1ccc(NC(=O)c2ccc(-n3cncn3)c([N+](=O)[O-])c2)cc1	i
61	C[C@H]1CCCCO[C@H](CN(C)Cc2ccc(C(=O)O)cc2)[C@@H](C)CN([C@@H](C)CO)C(=O)c2cc(NS(=O)(=O)c3cn(C)cn3)ccc2O1	2.2%
62	CC(=O)C1=C(O)C(=Cc2ccccc2)OC1=O	i
63	O=C(CSc1nnc(CNC(=O)c2c(F)cccc2F)o1)NCc1ccc2c(c1)OCO2	i
64	O=c1c2ccccc2on1-c1ccccc1	0.5%
65	COc1cc(CC(=O)C(=O)O)oc(=O)c1	0.7%
66	COc1ccc(C2=NN(CCC(=O)NC3CCCCC3C)C(=O)CC2)cc1 (centres undefined)	0.0%
67	C[C@@H]1CN([C@H](C)CO)C(=O)CCCn2nncc2CO[C@@H]1CN(C)C(=O)Nc1ccnc(N2CCOCC2)c1	0.9%
68	CC1=C(C(=O)N(C)C)CC(CC(=O)NCCCCc2ccccc2)C(=O)N1CCCN1CCCC1=O (centres undefined)	0.4%
69	COc1ccccc1CNCCc1cccc(Cl)c1	i
70	Cc1cc(C)n(-c2ccc(C(=O)N3CCN(S(=O)(=O)c4ccc(OC(F)(F)F)cc4)CC3)cc2)n1	i
71	CCN(CC(=O)Nc1ccccc1C(F)(F)F)CC(=O)c1[nH]c(C)c(C(C)=O)c1C	i
72	CC(C)(C)OC(=O)[C@H](Cc1ccccc1)NC(=O)c1ncn2c1c(=O)[nH]c1ccc(Br)cc12	u
73	O=C(NC1CC1)c1cccc(NC(=O)C2CCN(S(=O)(=O)c3ccccc3C(F)(F)F)CC2)c1	6.7%
74	CC1(C)CC(=O)C=C(Nc2ccc(O)cc2)C1	1.1%
75	C[C@@H]1CN([C@H](C)CO)C(=O)CCCn2nncc2CO[C@H]1CN(C)Cc1ccc2c(c1)OCO2	1.3%
76	CCN(CC)C(=O)C1=C(C)N(CCCOC)C(=O)C(CC(=O)NCCCCc2ccccc2)C1 (centres undefined)	1.1%
77	C[C@@H]1CN([C@H](C)CO)C(=O)CCCn2nncc2CO[C@H]1CN(C)C(=O)c1ccncc1	0.9%
78	CC(C)CCOc1ccc(C(=O)Nc2cc(S(=O)(=O)N3CCOCC3)ccc2N2CCOCC2)cc1	4.3%
79	COc1ncnc2c1ncn2CCCNCC(C)c1ccccc1 (centres undefined)	1.3%
80	CC12CCCC(=O)C1CCC(=Cc1ccco1)C2=O (centres undefined)	i

Taken from above:
`COc1ncnc2c1ncn2CCCNCC(C)c1ccccc1` (centres undefined) in VEEV TC-83 Vero reads 1.3%
`CC(C)CCOc1ccc(C(=O)Nc2cc(S(=O)(=O)N3CCOCC3)ccc2N2CCOCC2)cc1` in VEEV TC-83 Vero reads 4.3%
`CC1(C)CC(=O)C=C(Nc2ccc(O)cc2)C1` in VEEV TC-83 Vero reads 1.1%

Five compounds picked at random from the list so far, as already listed:
#	smiles	VEEV TC-83 Vero
74	CC1(C)CC(=O)C=C(Nc2ccc(O)cc2)C1	1.1%
73	O=C(NC1CC1)c1cccc(NC(=O)C2CCN(S(=O)(=O)c3ccccc3C(F)(F)F)CC2)c1	6.7%
76	CCN(CC)C(=O)C1=C(C)N(CCCOC)C(=O)C(CC(=O)NCCCCc2ccccc2)C1 (centres undefined)	1.1%
78	CC(C)CCOc1ccc(C(=O)Nc2cc(S(=O)(=O)N3CCOCC3)ccc2N2CCOCC2)cc1	4.3%
77	C[C@@H]1CN([C@H](C)CO)C(=O)CCCn2nncc2CO[C@H]1CN(C)C(=O)c1ccncc1	0.9%

Later entries
#	smiles	VEEV TC-83 Vero
81	COc1ccc([C@H]2C[C@H](n3cc(COC(=O)c4ccccc4)nn3)[C@@H](O)CN2C(=O)C2CCCCC2)cc1	4.1%
82	O=C(CSc1ccccc1)NC1CC1	i
83	Cn1ccnc1CC(C)(O)c1ccccc1 (centres undefined)	i
84	NC(=O)/C(=C\c1ccco1)NC(=O)c1ccco1	i
85	COc1ccc(CN2C(=O)C(CC(=O)NCCN3CCOCC3)CC(C(=O)N3CCOCC3)=C2C)cc1 (centres undefined)	0.8%
86	COc1ccc(/C=C2/SC(=S)N(CCC(=O)Nc3cccnc3)C2=O)cc1OC	0.1%
87	CCNc1ccc(S(=O)(=O)N2CCOCC2)cc1NCC(=O)Nc1cccc(Br)c1	11.4%
88	CC1CCC(NC(=O)c2nn(C)c(=O)c3ccccc23)CC1 (centres undefined)	u
89	Cc1cc2c(=O)[nH]c(N)nc2[nH]1	0.5%
90	Cc1ccccc1S(=O)(=O)N(C)C[C@@H]1OCc2cnnn2CCCC(=O)N([C@@H](C)CO)C[C@@H]1C	1.4%
91	NC(=O)COc1ccc(S(=O)(=O)N2CCCC2)cc1	0.2%
92	Cc1ccc(S(=O)(=O)Nc2nc(CN3CCOCC3)nc3sc(C(=O)O)c(C)c23)cc1	i
93	CC(C)(Cc1nc2ccccc2[nH]1)c1nc2ccccc2[nH]1	0.9%
94	O=C(NCc1ccc(F)cc1)C1CCN(S(=O)(=O)c2ccc(N3CCCC3=O)cc2)CC1	0.3%
95	O=C(OCc1cn([C@H]2CN(C(=O)C3CCCCC3)[C@@H](c3ccccc3)C[C@@H]2O)nn1)c1ccccc1	i
96	COc1ccc(C=CC(=O)c2ccc3cc(OC)c(OC)cc3c2)cc1OC	3.0%
97	CC1(C)CC(=O)C2=C(C1)OC1=C(C(=O)CC(C)(C)C1)C2c1cccc([N+](=O)[O-])c1	i
98	CCc1ccc(CCC(=O)N2CCN(S(=O)(=O)c3ccc(Br)cc3)CC2)cc1	5.5%
99	N#Cc1cnn(-c2ccc([N+](=O)[O-])cc2[N+](=O)[O-])c1N	7.3%
100	O=C(C[C@H]1C(=O)N(c2ccc(Br)cc2)C[C@@H]1Cc1ccccc1)Nc1ccccc1	3.2%
101	O=C(CSC1=NCCS1)N1N=C(c2cccs2)CC1c1ccc(F)cc1 (centres undefined)	0.4%
102	COC(=O)[C@H]1C[C@@]2(O)CN(S(=O)(=O)c3ccc(C)cc3)C[C@@]2(OC(=O)NCc2ccccc2)C[C@H]1C(=O)OC	1.1%
103	CCOC(=O)C1(C)NC(c2ccc(OC)c(OC)c2)C2C(=O)N(c3cccc(C(C)=O)c3)C(=O)C21 (centres undefined)	1.7%
104	S=C1SCCCN1Cc1ccc(Cl)cc1	0.3%
105	COc1cccc(-c2cc(N3CCN(C(=O)c4ccoc4)CC3)n3nc(-c4cccc(Cl)c4)cc3n2)c1	8.4%
106	CC(=O)c1ccc(NS(=O)(=O)c2cccc3cccnc23)cc1	i
107	Cc1ccc(OC(=O)N(C)C[C@H]2OCc3cnnn3CCCC(=O)N([C@H](C)CO)C[C@@H]2C)cc1	1.3%
